GPR35 arrestin U2OS – GPR35 antagonists blocking zaprinast-driven arrestin recruitment, primary screen, imaging, U2OS, beta-arrestin-GFP, zaprinast agonist (AID 2058); G-protein coupled receptor 35 (Homo sapiens); U2OS GPR35 beta-arrestin-GFP translocation imaging, zaprinast antagonism; higher % means a stronger effect; one-dose inhibition, % at 10 µM; IC50 in µM for titrated hits; hit rate 0.052% among 290,000;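 active means inhibition of at least 50% with at least 30 cells and total cytoplasm GFP at most 10,000,000; inconclusive means under 30 cells or total GFP of 10,000,000 plus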
NOD1 NF-kB reporter – NOD1 signaling inhibitors, primary screen, cell-based, luminescence, uHTS (AID 1578). NOD1-driven NF-kB luciferase reporter cells, luminescence; higher % means a stronger effect. inhibition, % at 4 µM; hits with a dose series show EC50 in µM. hit rate 1% among 290,000; in the data active means inhibition mostly above about 36%, no sharp cut-off; inactive means mostly below about 34%;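 further: HEK-293T reporter cells stimulated with the NOD1 agonist gamma-tri-DAP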
HIV peptide binding – inhibitors of HIV fusion peptide binding, primary screen, biochemical, uHTS, fluorescence dequenching (AID 1986); hit rate 0.3% among 290,000; one-dose inhibition, % at 20 µM; IC50 in µM for titrated hits; cell-free peptide binding, fluorescence dequenching, 30 min; higher % means a stronger effect; in the data active means inhibition mostly above about 52%, no sharp cut-off; inactive means mostly below about 76%; further: some results filed as inactive read as strong as hits
NS5 inhibitors – Dengue-2 NS5 methyltransferase inhibitors, primary screen, biochemical, confirmation dose response (AID 588689) | Genome polyprotein (Dengue virus type 2 (strain 16681-PDK53)) | hit rate 0.3% among 340,000 | Dengue-2 NS5 methyltransferase capping enzyme assay, biochemical; higher % means a stronger effect | one-dose inhibition, % at 25 µM; IC50 in µM for titrated hits; in the data active means a potency from the dose series; inconclusive means inhibition above about 29% without an active follow-up result
GPR55 antagonists – GPR55 antagonists blocking LPI-driven arrestin recruitment, primary screen, imaging, U2OS, beta-arrestin-GFP, LPI agonist (AID 2013); G-protein coupled receptor 55 (Homo sapiens); U2OS GPR55 beta-arrestin-GFP translocation imaging, LPI antagonism; higher % means a stronger effect; one-dose inhibition, % at 10 µM; IC50 in µM for titrated hits; hit rate 0.13% among 290,000;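 active means spots per cell inhibited over 60%, with over 100 cells counted and total cytoplasm intensity under 500,000; inconclusive means wells with under 100 cells, flagged as likely toxic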;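 further: U2OS cells stably carrying GPR55 and arrestin-GFP stimulated by 5 µM LPI near EC80; imaged beta-arrestin-GFP aggregate spots per cell after agonist stimulation; plate controls were LPI-stimulated DMSO wells for no effect and DMSO wells without LPI for full effect; some results filed as inactive read as strong as hits; confirmed hits need IC50 under 10 µM and bright autofluorescent wells are also inconclusive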
KOR beta-arrestin-1 – KOR antagonists, beta-arrestin recruitment, cell-based, luminescence, uHTS (AID 1778). Kappa-type opioid receptor (Homo sapiens). KOR beta-arrestin recruitment, luminescence, antagonist mode; higher % means a stronger effect. inhibition, % at 10 µM; hits with a dose series show IC50 in µM. hit rate 0.091% among 290,000; in the data active means inhibition above about 50%; further: strong numbers were not always called active
West Nile virus CPE – West Nile virus antiviral activity, cell-based, CPE readout (AID 1621). West Nile virus-infected cells, CPE inhibition; higher % means a stronger effect. one-dose CPE inhibition, % at 10 µM; IC50 in µM for titrated hits. hit rate 0.02% among 290,000; in the data active means a potency from the dose series; inconclusive means CPE inhibition mostly from about 3.7% at the one dose, without a potency; inactive means the rest, 99 in 100 with CPE inhibition below about 2.2%; further: strong numbers were not always called active
KOR beta-arrestin-2 – KOR agonists, beta-arrestin recruitment, primary screen, cell-based, luminescence, uHTS (AID 1777) | KOR beta-arrestin recruitment, luminescence; higher % means a stronger effect | hit rate 0.02% among 280,000 | activation, % at 10 µM; hits with a dose series show EC50 in µM; in the data active means activation above about 50%, passing the limit was not always enough; further: a part of the inactive calls stands beside numbers as strong as those of hits
GPR55 beta-arrestin – GPR55 agonists via beta-arrestin recruitment, primary screen, imaging, U2OS cells, beta-arrestin-GFP redistribution (AID 1961). G-protein coupled receptor 55 (Homo sapiens). hit rate 0.048% among 290,000. U2OS GPR55 beta-arrestin-GFP redistribution imaging; higher % means a stronger effect. activation, % at 10 µM; hits with a dose series show EC50 in µM;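 active means activation above 40% with more than 50 cells counted in the well; inconclusive means wells holding fewer than 50 cells, flagged as toxic or sparse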;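 further: U2OS osteosarcoma cells stably expressing GPR55 and beta-arrestin-GFP; plate controls were DMSO negative control for no effect and LPI positive control for full effect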
NS5 inhibitors pilot replicate – second read-out of NS5 inhibitors, no call of its own (marks repeat the call); inhibition, %; measured here: pilot screen replicate inhibition
Starred values were filed as active, the others as inactive; ? = inconclusive; nt = no result given; [ ] = remark or other dose.

The first 2 compounds, to show the layout:
SMILES | GPR35 arrestin U2OS | NOD1 NF-kB reporter | HIV peptide binding | NS5 inhibitors | GPR55 antagonists | KOR beta-arrestin-1 | West Nile virus CPE | KOR beta-arrestin-2 | GPR55 beta-arrestin | others
O=C(CCCCCn1c(=S)[nH]c2cc3c(cc2c1=O)OCO3)N1CCN(C2CCCCC2)CC1 | 4% | -7% | -3.3% | -1% | 9% | -11% | nt | 5.4% | 0.0%
O=C1CCCC(O)=C1C=NCc1ccccc1 | 7% | -7% | -0.2% | -2% | 2% | -19%[20 µM] | 0.6% | -5.2% | -0.1%

The listing (from the top)
SMILES | GPR35 arrestin U2OS | NOD1 NF-kB reporter | HIV peptide binding | NS5 inhibitors | GPR55 antagonists | KOR beta-arrestin-1 | West Nile virus CPE | KOR beta-arrestin-2 | GPR55 beta-arrestin | others
O=C(CCCCCn1c(=S)[nH]c2cc3c(cc2c1=O)OCO3)N1CCN(C2CCCCC2)CC1 | 4% | -7% | -3.3% | -1% | 9% | -11% | nt | 5.4% | 0.0%
O=C1CCCC(O)=C1C=NCc1ccccc1 | 7% | -7% | -0.2% | -2% | 2% | -19%[20 µM] | 0.6% | -5.2% | -0.1%
CCN1C(=Nc2ccc(Cl)cc2)SC/C1=C\C(=O)OC | -15% | -1% | -2.5% | -5% | 21% | 24% | -0.2% | -1.8% | -0.1%
CCCCNC(=O)Cn1cnc2sc(C)c(S(=O)(=O)N3CCN(c4ncccn4)CC3)c2c1=O | 0% | -14% | 0.4% | -1% | 15% | 10% | -0.4% | -2.9% | -0.4%
COc1ccc(-c2ccnc3nc(N4CCOCC4)nn23)cc1 | -10% | -28% | 0.6% | -2% | 2% | -50% | 0.0% | 6.5% | 0.0%
CSc1nccc(NC(=O)c2ccc(C(C)(C)C)cc2)n1 | -1% | -9% | 1.0% | -1% | -14% | -40% | -0.1% | 1.6% | 0.3%
O=C(O)CSCC(=O)N1CCCN(c2nccc(C(F)(F)F)n2)CC1 | 3% | -10% | -2.0% | -4% | 3% | 19% | -0.1% | -2.2% | -0.1%
Cc1cccc(N2CCN(C(=O)CCc3nc4ccccc4[nH]3)CC2C)c1 (centres undefined) | -8% | -9% | -0.6% | -6% | 14% | -5% | -0.4% | 2.0% | -0.2%
Fc1cccc(-c2oncc2-c2nnnn2-c2ccc(Cl)cc2)c1 | 10% | -14% | -2.1% | -7% | 7% | 38% | 0.3% | 6.9% | 0.2%
O=C(/C=C/c1ccccc1[N+](=O)[O-])Nc1ccc(S(=O)(=O)Nc2ncccn2)cc1 | -11% | -16% | 0.9% | 6% | 7% | -2% | -0.2% | 0.8% | -0.2%
CCN(c1ccccc1)S(=O)(=O)c1ccc(C(=O)Nc2nnc(CSC)o2)cc1 | -11% | 20% | 6.2% | -6% | -8% | 0% | -1.2% | -4.8% | -0.1%
O=C(O/N=C(\c1ccccc1)c1ccccn1)c1cccc2ccccc12 | -16% | 23% | -1.6% | 7% | 16% | -28% | -0.6% | 15% | nt
S=C(NCc1ccco1)N1CCN(C(c2ccccc2)c2ccccc2)CC1 | 4% | 8% | -1.0% | -3% | 6% | 19% | -0.2% | 1.8% | 1.2%
CCOC(=O)C1CN(S(=O)(=O)c2cc(OC)ccc2OC)C1 | 21% | -10% | -1.6% | -7% | -4% | 0% | -0.1% | -1.6% | -0.1%
CCOc1cccc(OCCCNCCCOC)c1 | 13% | 8% | 0.0% | 4% | -1% | -16% | 1.2% | -0.6% | -0.1%
Cc1ccc(NC(=O)c2cnn(-c3ccccc3)c2C)cc1C | -8% | -24% | -0.2% | -4% | -17% | -4%[20 µM] | -0.6% | 0.7% | -0.2%
CCn1cc(C(=O)OCC(=O)Nc2c(C)cccc2C)c(=O)c2ccc(C)nc21 | -12% | -8% | 4.3% | -6% | 19% | -7% | -0.2% | 1.3% | 0.8%
COc1ccc2c(c1)C(=O)CC(c1ccccc1F)O2 (centres undefined) | 14% | 6% | -0.4% | 6% | 11% | -30% | nt | 8.1% | -2.3%
CCN(CC)c1ccc2cc(C(=O)Nc3ccc(-n4cnnn4)c(OC)c3)c(=O)oc2c1 | -1% | -6% | 1.0% | nt | 11% | -6% | nt | 3.1% | -0.2%
CCc1nc2cccnc2n1-c1ccc(CC(=O)O)cc1 | -11% | -8% | 4.6% | 4% | -5% | 15% | 0.3% | 4.3% | 0.3%
COc1cc(OC)c(/C=N/n2c(C3CCCCC3)n[nH]c2=S)c(OC)c1 | 8% | -1% | -0.3% | -17% | 11% | 34% | -0.7% | -5.1% | 0.0%
O=C(CNC(=O)c1ccc(Cl)cc1)NCC(F)(F)F | -6% | -8% | 1.4% | 2% | -11% | 13% | 0.6% | -4.8% | -0.1%
Cc1ccc(CNC(=O)c2cnc(-c3ccccn3)nc2C(F)(F)F)cc1 | -3% | -6% | 0.5% | 0% | 3% | -5% | -0.2% | -2.4% | 0.0%
CCNc1nc(NCc2ccccc2)nc(SCC(N)=O)n1 | 0% | -23% | 2.0% | 5% | 2% | 20% | -0.7% | -4.4% | -0.3%
COc1cc(NS(=O)(=O)c2ccc(NC(=O)C34CC5CC(CC(C5)C3)C4)cc2)ncn1 | 3% | 3% | 7.4% | 1% | 6% | -1% | -0.1% | -1.7% | -0.1%
CCOC(=O)c1c(C)[nH]c(N=Nc2cc(C(=O)O)cc(C(=O)O)c2)c1C | -9% | -7% | 16% | 9% | 9% | 18% | 0.3% | 3.4% | -1.5%
c1ccc(NC2=NCCN2CCC2CCCC2)cc1 | 5% | -19% | -0.8% | -10% | 2% | 0%[20 µM] | -0.1% | -3.6% | 0.2%
O=C(Cc1ccccc1)Nc1nc(-c2cccc([N+](=O)[O-])c2)cs1 | -25% | -18% | -0.7% | -8% | 9% | -3% | -0.2% | 0.7% | -0.1%
CSCCC(NC(=O)COc1ccccc1)C(=O)Nc1ccc(C)cc1 (centres undefined) | -8% | -12% | -0.4% | -10% | 5% | 26% | -0.8% | -5.4% | 0.0%
O=C(O)CSc1nnc(CNc2cccc(C(F)(F)F)c2)n1Cc1ccco1 | -10% | 11% | -2.0% | -16% | 1% | -9% | -0.3% | -0.6% | 1.8%
O=C(NCc1ccco1)c1ccc(-c2ccccc2Cl)o1 | -1% | -48% | 1.9% | -1% | -5% | -2% | -0.7% | 0.4% | 1.5%
Cc1ccc(NC(=O)CSc2nc(CSc3ccc(C)cc3)cc(=O)[nH]2)cc1 | -3% | 26% | 1.9% | 4% | 14% | -51%[20 µM] | 1.1% | nt | -0.1%
Cc1ccccc1CN1C[C@@H]2C[C@@H](c3ccc4nsnc4c3)N3CCC[C@@]23C1=O | 7% | -35% | 0.7% | -2% | 20% | 10% | -1.3% | 1.0% | -0.3%
C=C(C)Cn1c(Sc2nnc(C)s2)nc2c1c(=O)[nH]c(=O)n2C | 2% | -16% | -2.7% | -11% | -5% | 20% | 0.8% | -11% | 0.2%
O=C(COC(=O)CCN1C(=O)/C(=C\C=C\c2ccccc2)SC1=S)Nc1cc(F)ccc1F | -4% | 5% | 19% | -6% | 3% | 29% | -0.2% | 2.4% | 0.2%
CCOC(=O)/C=C/C(=O)N1CCc2ccccc21 | 12% | 16% | -2.9% | 2% | 16% | -15% | -0.3% | 6.9% | 0.5%
COC(=O)c1c(C(=O)OC)c(-c2ccc(OC)cc2)n2c1CS(=O)C2 (centres undefined) | -8% | -13% | 0.3% | -1% | 2% | 15% | 0.1% | 2.2% | -0.2%
CCC(C)[C@H](NC(=O)N1CCn2c1nc1ccccc12)C(=O)NCCc1ccc(OC)c(OC)c1 (some centres undefined) | -5% | 3% | 1.8% | 8% | 3% | nt | -0.1% | nt | 0.4%
CCCCNC(=S)N1CCC(Cc2ccccc2)CC1 | -9% | -16% | -1.9% | -4% | 2% | -13% | -0.7% | 3.3% | -0.2%
Cc1cc(/C=C2/NC(=O)NC2=O)c(C)n1-c1cccnc1 | -18% | -16% | 1.4% | -1% | 4% | -18% | 0.4% | 4.9% | -0.4%
CC(NC(=O)C(=O)NCCC1=CCCCC1)c1ccccc1 (centres undefined) | -12% | -17% | -3.0% | 1% | -3% | -25% | 1.5% | 1.3% | -0.3%
CCN1CCN(CCNC(=O)CSCc2nc(-c3ccc(OC)c(OC)c3)oc2C)CC1 | 20% | 12% | 3.2% | -5% | 15% | -18% | 0.2% | -8.5% | -0.1%
COc1cc(/C=N/Nc2nc3ccccc3o2)cc(OC)c1O | 6% | 36% | 1.1% | -1% | -2% | -15% | 1.1% | -0.4% | 0.0% | NS5 inhibitors pilot replicate=0.3
Cc1ccc(NC(=O)Nc2cccnc2)cc1Cl | 16% | -14% | -0.8% | -5% | -5% | 5% | 0.0% | 0.1% | -0.3%
CCCNC(=S)N1CCC(NC(=O)Nc2ccc(C)cc2)CC1 | -5% | -30% | -0.7% | -13% | 9% | -39%[20 µM] | 0.1% | nt | 0.2%
CCC(Sc1nc2cc3c(cc2c(=O)n1Cc1ccco1)OCO3)C(=O)Nc1cccc(OC)c1 (centres undefined) | 14% | 6% | -1.8% | -7% | 17% | 11% | ? | -1.1% | 0.3% | NS5 inhibitors pilot replicate=-1.5
O=C(c1ccc(Br)cc1)N(Cc1nc2ccccc2c(=O)[nH]1)C1CCCC1 | -8% | -5% | 0.5% | 8% | -12% | -13% | -1.9% | -3.5% | 0.5%
Cc1cc(/C=C(/C#N)c2cccc(Cl)c2)c(C)n1C | 9% | 2% | -3.2% | -8% | 18% | -12% | nt | 6.3% | 0.0%
COc1ccc(NC(=O)CSc2nnc(CN3CCOCC3)n2-c2ccccc2)cc1Cl | 3% | -20% | 1.6% | -2% | 3% | -5% | -0.2% | -1.8% | -0.2%
CCOc1cc(N(CC)CC)ccc1/C=C(/C#N)c1nc2ccccc2[nH]1 | 100%* | 17% | 149% | -51% | ? | -11% | nt | 5.5% | 0.0%

Grouped by structure, those above containing a nitro group on carbon
SMILES | GPR35 arrestin U2OS | NOD1 NF-kB reporter | HIV peptide binding | NS5 inhibitors | GPR55 antagonists | KOR beta-arrestin-1 | West Nile virus CPE | KOR beta-arrestin-2 | GPR55 beta-arrestin | others
O=C(/C=C/c1ccccc1[N+](=O)[O-])Nc1ccc(S(=O)(=O)Nc2ncccn2)cc1 | -11% | -16% | 0.9% | 6% | 7% | -2% | -0.2% | 0.8% | -0.2%
O=C(Cc1ccccc1)Nc1nc(-c2cccc([N+](=O)[O-])c2)cs1 | -25% | -18% | -0.7% | -8% | 9% | -3% | -0.2% | 0.7% | -0.1%

A portion of the library, so the mix of outcomes need not match the whole.
